OPRM1-OPRD1 ag – agonists of OPRM1-OPRD1 heterodimerization, primary screen, cell-based, luminescence; cells; Mu-type opioid receptor (Homo sapiens) + Delta-type opioid receptor (Homo sapiens), …; activation, % at 9.3 µM; actives 0.3% (n = 340,000); in the data active = activation above about 18%;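 note: 0% = vehicle-treated cells and 100% = reference agonist; values of inactives mirror those of a sister screen read the other way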
Tat export inh – E. coli Tat export inhibitors, primary screen, MC4100, TorA-mCherry reporter, fluorescence, single point; actives 0.036% (n = 340,000); AID 488895, 2010; inhibition, % at 10 µM;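 active = mean replicate inhibition at least 50% and at least half of replicates individually reaching 50%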;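 note: exported cargo escapes ClpAP degradation while cytoplasmic cargo is degraded and loses fluorescence; 0% = median of neutral control wells and 100% = median of NaSCN control wells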
phage Ecoli inh – growth loss of phage-infected E. coli, primary screen, RecBCD inhibitor project, absorbance, with phage, HTS. inhibition, % at 11.9 µM. actives 0.26% (n = 360,000). AID 651602, 2012; in the data active = inhibition above about 11%
AddAB inh – growth inhibition of E. coli expressing H. pylori AddAB, primary screen, AddAB inhibitor project, absorbance; inhibition, % at 11.9 µM; AID 435030, 2010; actives 0.29% (n = 330,000); in the data active = inhibition above about 12%;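 note: 0% = vehicle wells of infected cells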
DSG3 Ab inh – inhibitors of pemphigus antibody binding to DSG3, primary screen, biochemical, bead-based, flow cytometry, scFv-GFP. Desmoglein-3 (Homo sapiens), P32926. DSG3-coupled beads, scFv-anti-DSG3-GFP binding; active compounds read low. binding (percent of control), % at 10 µM. actives 0.48% (n = 310,000);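 active = binding more than 3 SD below its plate's average and above zero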;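 note: hits lower antibody fragment binding to DSG3; some compounds called inactive have numbers as strong as hits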
Target sequence (P32926 whole entry, looked up, the tested form may be a part): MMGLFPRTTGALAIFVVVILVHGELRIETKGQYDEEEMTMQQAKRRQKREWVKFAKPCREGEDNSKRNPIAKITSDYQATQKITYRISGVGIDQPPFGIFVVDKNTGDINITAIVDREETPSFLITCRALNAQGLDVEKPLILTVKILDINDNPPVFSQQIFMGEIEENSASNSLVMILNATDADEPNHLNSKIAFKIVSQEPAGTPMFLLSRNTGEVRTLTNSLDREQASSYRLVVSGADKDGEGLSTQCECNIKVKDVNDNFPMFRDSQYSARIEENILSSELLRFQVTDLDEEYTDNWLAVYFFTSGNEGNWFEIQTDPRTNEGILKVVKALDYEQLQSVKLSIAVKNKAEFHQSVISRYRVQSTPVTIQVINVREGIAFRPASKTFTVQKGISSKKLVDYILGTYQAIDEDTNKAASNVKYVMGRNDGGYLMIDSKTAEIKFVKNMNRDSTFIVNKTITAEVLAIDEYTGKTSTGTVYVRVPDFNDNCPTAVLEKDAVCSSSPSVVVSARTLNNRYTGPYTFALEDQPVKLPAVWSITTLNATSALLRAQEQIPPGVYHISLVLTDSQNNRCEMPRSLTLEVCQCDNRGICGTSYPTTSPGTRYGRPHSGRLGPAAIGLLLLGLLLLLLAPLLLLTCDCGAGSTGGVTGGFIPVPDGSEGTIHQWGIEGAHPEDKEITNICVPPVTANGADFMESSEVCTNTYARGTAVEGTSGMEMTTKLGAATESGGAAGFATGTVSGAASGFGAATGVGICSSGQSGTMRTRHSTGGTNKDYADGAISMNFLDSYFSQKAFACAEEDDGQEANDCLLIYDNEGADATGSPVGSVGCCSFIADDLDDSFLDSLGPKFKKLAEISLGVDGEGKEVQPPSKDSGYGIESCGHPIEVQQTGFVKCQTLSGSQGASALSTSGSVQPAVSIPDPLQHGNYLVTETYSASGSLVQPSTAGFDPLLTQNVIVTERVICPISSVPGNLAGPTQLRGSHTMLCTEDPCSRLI
OPRM1-OPRD1 inv – inverse agonists of MOR-DOR heterodimerization, primary screen, cell-based, luminescence; actives 0.21% (n = 340,000); AID 504357, 2011; Mu-type opioid receptor (Homo sapiens) + Delta-type opioid receptor (Homo sapiens), …; inhibition, % at 9.3 µM; cell-based MOR-DOR heterodimer luminescence, inverse agonism; in the data active = inhibition above about 22%, passing the limit was not always enough;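 note: 0% = cells with DMSO and 100% = wells without cells with DMSO; values of inactives mirror those of a sister screen read the other way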
PfHsp90 yeast 2 – growth inhibition of PfHsp90-expressing yeast, primary screen, antimalarial PfHsp90 inhibitor project, S. cerevisiae, BacTiter-Glo luminescence, single point, set 2; BacTiter-Glo ATP, 48 h; yeast lacking PDR1 and PDR3 efflux regulators; inhibition, % at 9.4 µM; actives 0.32% (n = 310,000); AID 504621, 2011;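 active = every replicate shows inhibition above about 80%, whatever the replicate mean, limit read from the data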;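 note: 0% = DMSO neutral controls and 100% = 20 µM radicicol positive controls; yeast relying on Plasmodium falciparum Hsp90 in place of its own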
SUMO Mot1 rescue – yeast Mot1-301 growth rescue at high temperature, primary screen, SUMOylation pathway inhibitor project, S. cerevisiae, ATP luminescence, 38.5C; actives 1% (n = 320,000); growth rescue, % at 18.8 µM; S. cerevisiae Mot1-301 growth rescue; percent above DMSO median, 100 means doubled;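 active = every valid replicate shows activation above 250% relative to neutral control wells; inactive = the rest, any valid replicate at or below 250%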;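 note: OY570 slx delta 5 strain wells were the positive control but not used for scaling; some compounds called inactive have numbers as strong as hits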
PKA-R1A activ – activators of PKA-R1A holoenzyme, primary screen, biochemical, fluorescence polarization, Cy5-IP20, bovine R1A, mouse PKAc | PKA-R1A dissociation; scaled: DMSO 0%, 113 µM cGMP 100% | activation, % at 11.4 µM | actives 0.083% (n = 340,000) | AID 504707, 2011;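 active = percent activation above the mean of all tested compounds plus 3 SD, cut at about 19% in these data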;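 note: higher means more PKAc released from R1A so a rise in polarization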
Ecoli viability – E. coli V3065 growth inhibition, primary screen, counter-screen for AddAB inhibitor project, absorbance, OD600 | 18 h | inhibition, % at 11.9 µM | actives 0.27% (n = 330,000) | AID 449728, 2010;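 active = inhibition above the campaign's mean inhibition across all tested compounds plus 3 SD, cut at about 9.9% in these data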;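 note: uninfected addAB+ strain grown without phage in ampicillin broth; 0% = DMSO wells and 100% = ciprofloxacin 0.95 µg/ml wells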
Arr AP2 block – inhibitors of beta-arrestin/AP2 binding, primary screen, biochemical, GPCR trafficking, flow cytometry; beta-arrestin 1 C-terminal peptide binding to AP2 beta2-adaptin appendage (human); FITC-arrestin peptide / GST-AP2 beads; AP2 beta2 appendage carries R879A mutation; actives 0.31% (n = 340,000); AID 504490, 2011; inhibition, % at 10 µM;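 active = inhibition above a set limit, near 3 SD of compounds lacking own fluorescence, cut at about 54% in these data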;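 note: plate controls were DMSO wells for no effect and 5 µM unlabelled arrestin peptide for full effect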
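system = GST-tagged AP2 beta2-adaptin appendage (R879A) on 4 µm glutathione beads | reagent = FITC-labelled arrestin peptide probe, 50 nM final | schedule = compound with beads 12 min RT, then probe 1 h RT | signal = HyperCyt-sampled flow cytometry, FL1 channel, ex 488/em 535 nm | read-out = percent response from loss of bead-bound FITC fluorescence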
Starred values were filed as active, the others as inactive. No enrichment for hits, and some 2.8% of all compounds hit somewhere here.

For O=C(C[n+]1ccccc1)Nc1ccc(Oc2ccccc2)cc1 the results were OPRM1-OPRD1 ag -1.5, Tat export inh 16, phage Ecoli inh 2.9, AddAB inh -0.2, DSG3 Ab inh 106, OPRM1-OPRD1 inv 7, PfHsp90 yeast 2 -6, SUMO Mot1 rescue -12, PKA-R1A activ -10, Ecoli viability 0.2 and Arr AP2 block 3.
Screening CCN(CC(=O)Nc1ccc(C(=O)Nc2ccc(OC)cc2)cc1)Cc1nc2ccccc2c(=O)[nH]1 returned OPRM1-OPRD1 ag 1.0, Tat export inh -1, phage Ecoli inh 0.1, AddAB inh -0.8, DSG3 Ab inh 113, OPRM1-OPRD1 inv -5, PfHsp90 yeast 2 18, SUMO Mot1 rescue -12, PKA-R1A activ 6, Ecoli viability -0.4 and Arr AP2 block -9.
`Cc1cccc(NS(=O)(=O)c2cccc(C(=O)NCC(c3ccco3)N3CCCCC3)c2)c1` (stereo not drawn) gave OPRM1-OPRD1 ag 3.6, Tat export inh 1, phage Ecoli inh 2.7, AddAB inh 1.9, DSG3 Ab inh 105, OPRM1-OPRD1 inv -20, PfHsp90 yeast 2 7, SUMO Mot1 rescue 3, PKA-R1A activ 5, Ecoli viability -0.6 and Arr AP2 block 8.
For C/C(CCc1ccc2c(c1)OCO2)=N\NC(=O)c1ccccc1 the results were OPRM1-OPRD1 ag -0.2, Tat export inh -7, phage Ecoli inh 4.1, AddAB inh 1.4, DSG3 Ab inh 109, OPRM1-OPRD1 inv 1, PfHsp90 yeast 2 0, SUMO Mot1 rescue -5, PKA-R1A activ -11, Ecoli viability -0.8 and Arr AP2 block -1.
`COc1cccc(CNC(=O)Cc2ccc(S(=O)(=O)N3CCOCC3)s2)c1` gave OPRM1-OPRD1 ag 1.9, Tat export inh 0, phage Ecoli inh 2.1, AddAB inh 0.8, DSG3 Ab inh 116, OPRM1-OPRD1 inv -13, PfHsp90 yeast 2 -5, PKA-R1A activ -10, Ecoli viability -0.8 and Arr AP2 block -2.
Screening CN(C)CC(CCCCC(CN(C)C)C(=O)c1ccccc1)C(=O)c1ccccc1 (stereo not drawn) returned OPRM1-OPRD1 ag -1.6, Tat export inh 3, phage Ecoli inh 0.3, AddAB inh 1.3, DSG3 Ab inh 99, OPRM1-OPRD1 inv 9, PfHsp90 yeast 2 -10, PKA-R1A activ 6, Ecoli viability -0.1 and Arr AP2 block 23.
`CON(C)C(=O)CCN(Cc1ccccc1)C(=O)OC(C)(C)C` gave OPRM1-OPRD1 ag -2.6, Tat export inh 0, phage Ecoli inh 1.4, AddAB inh -2.7, DSG3 Ab inh 105, OPRM1-OPRD1 inv 15, PfHsp90 yeast 2 -22, SUMO Mot1 rescue -20, PKA-R1A activ 0, Ecoli viability -1.9 and Arr AP2 block 1.
`Cc1c(C(=O)Nc2ccncc2)oc2c1C(=O)CC(C)(C)C2` gave OPRM1-OPRD1 ag 2.5, Tat export inh -4, phage Ecoli inh 4.1, AddAB inh 2.3, OPRM1-OPRD1 inv -13, PfHsp90 yeast 2 -6, SUMO Mot1 rescue -2, PKA-R1A activ 0, Ecoli viability -0.7 and Arr AP2 block 5.
Cc1ccccc1C(=O)NC(CC(C)C)C(=O)OCc1cc(=O)n2cc(Br)ccc2n1 (stereo not drawn) was read as OPRM1-OPRD1 ag -1.8, Tat export inh 2, phage Ecoli inh 3.8, AddAB inh -1.4, OPRM1-OPRD1 inv 9, PfHsp90 yeast 2 14, PKA-R1A activ -3, Ecoli viability -1.2 and Arr AP2 block 4.
For CC(=O)Nc1ccc(NC(=O)Cc2ccc(-c3ccccc3)cc2)cc1 the results were OPRM1-OPRD1 ag -1.1, Tat export inh 7, phage Ecoli inh 1.3, AddAB inh 2.0, DSG3 Ab inh 108, OPRM1-OPRD1 inv 6, PfHsp90 yeast 2 6, SUMO Mot1 rescue 4, PKA-R1A activ 7, Ecoli viability -0.5 and Arr AP2 block 6.
Cc1ccc(S(=O)(=O)NC2=NCN(Cc3cccnc3)CN2)cc1 was read as OPRM1-OPRD1 ag -1.8, Tat export inh 0, phage Ecoli inh 2.4, AddAB inh -0.2, DSG3 Ab inh 100, OPRM1-OPRD1 inv 8, PfHsp90 yeast 2 4, SUMO Mot1 rescue 7, PKA-R1A activ -12, Ecoli viability -0.7 and Arr AP2 block 10.
For Cc1ccccc1Cn1cnc2c(oc3ccccc32)c1=O the results were OPRM1-OPRD1 ag -1.5, Tat export inh 2, phage Ecoli inh 0.1, AddAB inh 1.9, DSG3 Ab inh 114, OPRM1-OPRD1 inv 7, SUMO Mot1 rescue 6, PKA-R1A activ 0, Ecoli viability 0.6 and Arr AP2 block 5.
For Clc1ccccc1CSC1=NCCCN1 the results were OPRM1-OPRD1 ag -1.4, Tat export inh 2, phage Ecoli inh 1.7, AddAB inh 2.4, DSG3 Ab inh 101, OPRM1-OPRD1 inv 8, PfHsp90 yeast 2 -8, SUMO Mot1 rescue 5, PKA-R1A activ -7, Ecoli viability 1.0 and Arr AP2 block -13.
`Cc1ccc(C(=O)OC/C(O)=C(\C#N)c2nc3ccccc3[nH]2)cc1S(=O)(=O)N1CCOCC1` gave OPRM1-OPRD1 ag -1.9, Tat export inh -1, phage Ecoli inh 1.5, AddAB inh -0.7, DSG3 Ab inh 101, OPRM1-OPRD1 inv 11, PfHsp90 yeast 2 3, PKA-R1A activ -13, Ecoli viability 0.5 and Arr AP2 block -13.
`CCC1CCCCN1C(=S)NC(=O)c1ccc(F)c(S(=O)(=O)N2CCOCC2)c1` (stereo not drawn) gave OPRM1-OPRD1 ag -1.4, Tat export inh -7, phage Ecoli inh 0.2, AddAB inh 1.9, DSG3 Ab inh 92, OPRM1-OPRD1 inv 7, PfHsp90 yeast 2 -6, SUMO Mot1 rescue 1, PKA-R1A activ -6, Ecoli viability 0.2 and Arr AP2 block 16.
Screening COc1ccc(Cl)cc1C(=O)NNC(=O)COC(=O)CCN=C1NS(=O)(=O)c2ccccc21 returned OPRM1-OPRD1 ag -5.6, Tat export inh -3, phage Ecoli inh -0.7, AddAB inh 1.9, DSG3 Ab inh 104, OPRM1-OPRD1 inv 29, SUMO Mot1 rescue -2, PKA-R1A activ 8, Ecoli viability -0.7 and Arr AP2 block 6.
Screening CC(C)Nc1nc(N)c(C(=O)C23CC4CC(CC(C4)C2)C3)s1 returned OPRM1-OPRD1 ag 0.8, Tat export inh -7, phage Ecoli inh 0.6, AddAB inh 3.8, DSG3 Ab inh 108, OPRM1-OPRD1 inv -4, PfHsp90 yeast 2 4, SUMO Mot1 rescue 27, PKA-R1A activ -14, Ecoli viability 1.8 and Arr AP2 block -8.
O=C(c1cccs1)N1CCCC(N2CCN(c3cccc(C(F)(F)F)c3)CC2)C1 (stereo not drawn) was read as OPRM1-OPRD1 ag -1.5, Tat export inh 1, phage Ecoli inh 3.0, AddAB inh 1.3, DSG3 Ab inh 118, OPRM1-OPRD1 inv 8, PfHsp90 yeast 2 10, SUMO Mot1 rescue 3, PKA-R1A activ -4, Ecoli viability 0.0 and Arr AP2 block 5.
Screening CCOC(=O)C1CCC(CNCc2ccc(Cl)cc2)CC1 (stereo not drawn) returned OPRM1-OPRD1 ag 1.3, Tat export inh -1, phage Ecoli inh 2.2, AddAB inh 0.0, DSG3 Ab inh 98, OPRM1-OPRD1 inv -8, PfHsp90 yeast 2 1, SUMO Mot1 rescue 104, PKA-R1A activ -7, Ecoli viability -1.6 and Arr AP2 block -1.
Screening NC(=O)NN=C1CCn2cccc21 returned OPRM1-OPRD1 ag -2.6, Tat export inh 1, phage Ecoli inh 2.2, DSG3 Ab inh 103, OPRM1-OPRD1 inv 11, PfHsp90 yeast 2 -8, PKA-R1A activ -2 and Arr AP2 block 7.
Screening CCCCn1nnc(NC(=O)CCC)n1 returned OPRM1-OPRD1 ag -3.3, Tat export inh -4, phage Ecoli inh 3.6, AddAB inh 0.8, DSG3 Ab inh 98, OPRM1-OPRD1 inv 18, PfHsp90 yeast 2 2, SUMO Mot1 rescue -9, PKA-R1A activ -10, Ecoli viability -1.1 and Arr AP2 block 8.
CCOC(=O)c1ccc(NC(=O)c2ccc(CN3CCc4ccccc4C3)cc2)cc1 was read as OPRM1-OPRD1 ag 6.4, Tat export inh 3, phage Ecoli inh 1.7, AddAB inh 1.8, DSG3 Ab inh 106, OPRM1-OPRD1 inv -30, PfHsp90 yeast 2 -2, SUMO Mot1 rescue 54, PKA-R1A activ 11, Ecoli viability 1.3 and Arr AP2 block 3.
For O=C(COc1ccc(S(=O)(=O)N2CCCC2)cc1Cl)NCc1ccco1 the results were OPRM1-OPRD1 ag -2.5, Tat export inh -7, phage Ecoli inh 2.3, AddAB inh -0.3, DSG3 Ab inh 103, OPRM1-OPRD1 inv 14, PfHsp90 yeast 2 8, SUMO Mot1 rescue -3, PKA-R1A activ 5, Ecoli viability -0.2 and Arr AP2 block -8.
Cc1c(NC(=O)c2ccc(NC(=O)C3CC3)cc2)cccc1C(=O)O was read as OPRM1-OPRD1 ag -2.5, Tat export inh -3, phage Ecoli inh -1.2, AddAB inh -0.8, DSG3 Ab inh 94, OPRM1-OPRD1 inv 17, PfHsp90 yeast 2 13, SUMO Mot1 rescue -22, PKA-R1A activ -2, Ecoli viability -1.4 and Arr AP2 block 1.
O=c1c2c(nc3nc(NCc4cccc5ccccc45)[nH]n13)CCC2 was read as OPRM1-OPRD1 ag -0.4, Tat export inh -9, phage Ecoli inh 3.3, AddAB inh 6.0, DSG3 Ab inh 109, OPRM1-OPRD1 inv 2, PfHsp90 yeast 2 0, SUMO Mot1 rescue 5, PKA-R1A activ -4, Ecoli viability 2.1 and Arr AP2 block 25.
Screening O=C(CSc1ccc(Cl)cc1)NC(=O)c1ccccc1 returned OPRM1-OPRD1 ag 3.8, Tat export inh -3, phage Ecoli inh 2.4, AddAB inh 5.0, DSG3 Ab inh 93, OPRM1-OPRD1 inv -15, PfHsp90 yeast 2 -2, SUMO Mot1 rescue 10, PKA-R1A activ -4, Ecoli viability 5.6 and Arr AP2 block -2.
